# Screens (PubChem BioAssay)
# AmpC det inh – Promiscuous and Specific Inhibitors of AmpC Beta-Lactamase (assay with detergent). P00811. purified AmpC, nitrocefin hydrolysis with detergent. Potency, µM (highest dose often 28.7 µM), for the others: top-dose activity change, negative = inhibition. 0.09% of 71,000 active; active means well fitted curve in the direction sought with a large enough effect
# Target sequence (P00811 whole entry, looked up): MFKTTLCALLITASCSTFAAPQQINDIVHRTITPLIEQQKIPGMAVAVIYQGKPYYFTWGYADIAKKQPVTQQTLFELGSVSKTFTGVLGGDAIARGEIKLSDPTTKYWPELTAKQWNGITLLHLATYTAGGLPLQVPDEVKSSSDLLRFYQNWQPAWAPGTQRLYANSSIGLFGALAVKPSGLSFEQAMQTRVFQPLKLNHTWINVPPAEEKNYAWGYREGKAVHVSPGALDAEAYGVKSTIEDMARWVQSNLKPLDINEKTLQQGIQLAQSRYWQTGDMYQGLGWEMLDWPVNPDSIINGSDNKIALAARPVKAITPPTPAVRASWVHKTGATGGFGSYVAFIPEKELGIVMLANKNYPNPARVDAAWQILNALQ
#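 E. coli AmpC (5.3 nM) in 20 mM phosphate pH 7.0 with 0.01% Triton X-100, preincubated 15 min RT with compound; nitrocefin (2 uL of 800 uM stock) hydrolysis followed by 480 nm absorbance every 20 s over 4 min.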
# An asterisk follows results filed as active; [ ] = remark or other dose. On the % scale 0 is the no-effect control and ±100 the full control effect; potency means the concentration at half of the fitted maximal effect.
SMILES,AmpC det inh
COC(=O)C1=C(C)NC(C)=C(C(=O)OC)C1c1ccc(N(C)C)cc1,19%
COC(=O)CSc1nnc(CSc2nc(C)cc(C)n2)n1Cc1ccco1,-5%
CCC(c1nnnn1Cc1ccco1)N(CCc1ccccc1)Cc1cc2ccc(OC)cc2[nH]c1=O (stereo unspecified),-3%
O=c1c2[nH]c3ccccc3c2ncn1CCC1=CCCCC1,-1%
CCOC(=O)c1c(NC(=O)Cc2cccs2)sc(C)c1C,6%
COC(=O)C1=C(C)NC(=O)NC1c1cc(Cl)ccc1OC (stereo unspecified),-4%
COc1cccc(OCC(O)CN2CCN(CCO)CC2)c1 (stereo unspecified),-1%
CO/C([O-])=N/c1c[n+](-c2ccc(C)cc2)no1,-2%
O=C(Nc1ccccc1)OCCNC(=O)c1ccccc1,-2%
Cc1cnc(NC(=O)COc2ccccc2)s1,-2%
O=C1Nc2ccccc2C(O)(C(=O)NCc2ccc3c(c2)OCO3)N1c1ccccc1 (stereo unspecified),-3%
CCN1CCN(C(c2cc3cc4c(cc3[nH]c2=O)OCO4)c2nnnn2C(C)(C)CC)CC1 (stereo unspecified),12%
CC1(C)CC(=O)C(C=NCCCN2CCOCC2)=C(O)C1,9%
c1ccc(-n2ncc3c2ncn2c(C4CCCCC4)nnc32)cc1,-5%
O=C(Cn1c(C(=O)NCCCN2CCOCC2)cc2sccc21)c1ccccc1,-4%
CN1CCN(CCCNC(=O)c2ccc3c(c2)N(Cc2ccccc2)CCS3)CC1,13%
CCCn1c(=C(C#N)C#N)s/c(=C2\C=Cc3ccccc3N2CC)c1=O,17%
CC(=NCCc1ccccc1)C1=C(O)COC1=O,-2%
O=S(=O)(O)c1ccc(-c2nnc(-c3ccccn3)nc2-c2ccc(S(=O)(=O)O)o2)o1,13%[5.75 µM]
COc1ccc(C(O)C(CC(=O)NCCCOC(C)C)C(=O)NCCCOC(C)C)cc1OC (stereo unspecified),-2%
COc1ncc2nc(CCc3ccccc3)c(=O)n(C3CC3)c2n1,-2%
CC(=O)N1C(=O)C(=C2C=C(C)OC(C)=C2)c2ccccc21,-3%
CCN1CCC2(CC1)C(C#N)=C(N)Oc1c2sc2nc(C)cc(C)c12,-2%
CCCc1[nH]nc2c1C(/C(C)=C/c1ccccc1)C(C#N)=C(N)O2 (stereo unspecified),-2%
COCCN1C(=O)c2oc3ccccc3c(=O)c2C1c1cccc(O)c1 (stereo unspecified),-2%

# Other records follow:
SMILES,AmpC det inh
CC(C)N1CCc2c(sc(NC(=O)c3ccc(S(=O)(=O)N4CCOCC4)cc3)c2C(N)=O)C1,13%
O=C(O)CCSSCCC(=O)O,12%
Cc1noc(C)c1-c1nc(NC2CC2)c2ccccc2n1,7%
Cc1cc(Nc2ccc(C(C)C)cc2)n2ncnc2n1,5%
CCC(Sc1nccn1C)C(=O)Nc1cccc2ccccc12 (stereo unspecified),-6%
COc1ccc(CNC(=O)Nc2ccc(OC)cc2)cc1,14%
COCCNC(=O)c1ccccc1-c1ccccc1C(=O)O,-2%
Cc1onc(-c2ccccc2)c1C(=O)N1CCCc2ccccc21,0%
CCN(CC)S(=O)(=O)N1CCC(C(=O)NC2CCCC2)CC1,0%
CCOc1ccc(OCC)c(NC(=O)C2COc3ccccc3O2)c1 (stereo unspecified),0%
CN(C)/C=C1\C=C(c2ccccc2)OC1=O,2%
COc1cccc2cc(C(C)N(CCCN3CCOCC3)C(=O)Nc3ccccc3)oc12 (stereo unspecified),-4%
Cc1nc2ccccc2c2oc(C(=O)N3CCN(C4CCCCC4)CC3)cc12,3%
Cc1cc(N2C(=O)C(=O)/C(=C(/O)c3ccc(Cl)cc3)C2c2cccc(Br)c2)no1 (stereo unspecified),-8%
O=C(O)C[C@H](Cc1ccccc1Cl)C(=O)O,-7%[5.75 µM]
Cc1ccc(Cl)cc1N1CCN(Cc2nc3c(c(=O)[nH]c(=O)n3C)n2Cc2ccccc2F)CC1,10%
CCOP(=O)(NC(C)C)Oc1ccc(SC)c(C)c1 (stereo unspecified),5%
COc1ccccc1CN1CC(C(=O)NCc2cccnc2)CC1=O (stereo unspecified),-2%
O=C(c1ccccc1)c1cc2ccccc2o1,12%
CCN(CC)CCCCn1c(-c2ccccc2)nc2c(N3CCOCC3)nc(C)nc21,19%
CC(C)(C)S(=O)(=O)c1ccccc1C(=O)O,-2%
COc1ccccc1NC(=O)C(C)N1CCN(C/C=C/c2ccccc2)CC1 (stereo unspecified),-3%
Cc1ccc(S(=O)(=O)N[C@H](C(=O)N2CCC(C(=O)N3CCC[C@H]3C(=O)O)CC2)C(C)C)cc1,-1%
CCOc1ccc2nc(NC(=O)CSC3=NCCS3)sc2c1,8%
CCOC(=O)C1C(=O)NC(SC)=C(C#N)C1c1ccccc1F (stereo unspecified),2%

# Some of the entries above, reformatted:
SMILES	AmpC det inh
CCN1CCC2(CC1)C(C#N)=C(N)Oc1c2sc2nc(C)cc(C)c12	-2%
CCCc1[nH]nc2c1C(/C(C)=C/c1ccccc1)C(C#N)=C(N)O2 (stereo unspecified)	-2%
COCCN1C(=O)c2oc3ccccc3c(=O)c2C1c1cccc(O)c1 (stereo unspecified)	-2%
CC(C)N1CCc2c(sc(NC(=O)c3ccc(S(=O)(=O)N4CCOCC4)cc3)c2C(N)=O)C1	13%
O=C(O)CCSSCCC(=O)O	12%
Cc1noc(C)c1-c1nc(NC2CC2)c2ccccc2n1	7%
Cc1cc(Nc2ccc(C(C)C)cc2)n2ncnc2n1	5%
CCC(Sc1nccn1C)C(=O)Nc1cccc2ccccc12 (stereo unspecified)	-6%
COc1ccc(CNC(=O)Nc2ccc(OC)cc2)cc1	14%
COCCNC(=O)c1ccccc1-c1ccccc1C(=O)O	-2%
Cc1onc(-c2ccccc2)c1C(=O)N1CCCc2ccccc21	0%
CCN(CC)S(=O)(=O)N1CCC(C(=O)NC2CCCC2)CC1	0%
CCOc1ccc(OCC)c(NC(=O)C2COc3ccccc3O2)c1 (stereo unspecified)	0%
CN(C)/C=C1\C=C(c2ccccc2)OC1=O	2%
COc1cccc2cc(C(C)N(CCCN3CCOCC3)C(=O)Nc3ccccc3)oc12 (stereo unspecified)	-4%
Cc1nc2ccccc2c2oc(C(=O)N3CCN(C4CCCCC4)CC3)cc12	3%

# Additional results:
SMILES,AmpC det inh
Cc1cccc(OCCCCCn2ccnc2)c1,8%
Cc1nc(NCC2CCCO2)c2oc3ccccc3c2n1 (stereo unspecified),-2%
O=C(NCc1ccc(F)cc1)C1CCC(=O)N1CCc1ccccc1 (stereo unspecified),4%
Cn1c(=O)c2c(nc(CN3CCC(C(N)=O)CC3)n2Cc2ccccc2Cl)n(C)c1=O,9%
COCCCN1C(=O)c2ccc(C(=O)Nc3ccc(OC)cc3OC)cc2C1=O,1%
N/C(=N\c1nc2ccccc2o1)NC(=O)C(Cc1ccccc1)N1C(=O)c2ccccc2C1=O (stereo unspecified),6%
O=C(NCc1cccnc1)C1c2ccccc2C(=O)N1C1CCCCCC1 (stereo unspecified),-4%
c1nnc(NCNc2nncs2)s1,-4%[5.75 µM]
O=C(C1CCCN(Cc2cccs2)C1)N1CCCCCC1 (stereo unspecified),0%
O=C(Cn1cnc2c(cnn2-c2ccccc2)c1=O)OCc1ccccc1,-3%
CCOC(=O)CSC1=C(C#N)C(c2ccccc2)C(C(C)=O)=C(C)N1 (stereo unspecified),-1%
CCn1c(CNc2ccccc2Cl)nnc1SCC(=O)OC1CCCCC1,0%
Cc1nc(SCC(=O)Nc2ccccc2C(F)(F)F)c2c(=O)n(C)c(=O)n(C)c2n1,-4%
Cc1ccc(-n2c(Cc3cccn3C)nnc2SCC(=O)N2CCN(c3ccccc3)CC2)cc1,-6%
c1ccc(-n2ncc(-c3nn[nH]n3)n2)cc1,-5%
CCOc1ccccc1N,10%
Cc1c(-c2ccccc2)c(P(=O)(N2CCOCC2)N2CCOCC2)c2ccccn12,0%
CC(=O)NCCNc1cc(-c2ccccc2CN(C)C)ncn1,8%
O=c1/c(=C\c2cccnc2)sc2nc3ccccc3n12,-5%
O=C1CCC(C(=O)O)(c2ccccc2)C1 (stereo unspecified),-2%
CCC(c1nnnn1Cc1ccco1)N1CCC(C(N)=O)CC1 (stereo unspecified),8%
CC(C)CN1CCCC2(CCN(C(=O)c3cnccn3)CC2)C1,1%
Cc1nc(N2CCOCC2)c2nc(-c3ccccc3)n(CCN3CCCC3)c2n1,12%
O=c1nc2n(c3c1oc1ccccc13)Cc1ccccc1-2,-3%
O=C(Cc1ccc(-n2cccc2)cc1)NC1CCCCC1,10%

# The list goes on.
SMILES,AmpC det inh
COc1ccc(Cn2nnnc2C(c2ccccc2OC)N2CCC(C(N)=O)CC2)cc1 (stereo unspecified),4%
COC(=O)C(CC(=O)Nc1cc(C)ccc1C)Nc1ccccc1OC (stereo unspecified),1%
Cn1c(C2=C(O)CN(c3ccc4c(c3)OCCO4)C2=N)nc2ccccc21,7%
Cc1ccc(NC(=O)NC(=O)CN2C(=O)NC3(CCc4ccccc43)C2=O)c(C)c1 (stereo unspecified),-1%
CC1(NC(=O)C23CC4CC(CC(C4)C2)C3)CCS(=O)(=O)C1 (stereo unspecified),1%
CCOC(=O)c1sc(NC(=O)CSc2nnnn2-c2ccc(C)cc2C)nc1C,-2%
CCCn1c(C)nc2c(NCCCN(CC)CC)nc(C)nc21,19%
C/C(O)=C(/C#N)c1nc2ccccc2[nH]1,12%
CC(OC(=O)CCCN1C(=O)c2ccccc2C1=O)C(=O)Nc1ncc(Cl)cc1Cl (stereo unspecified),-4%
Cc1nc2ccc(NC(=O)N3CCSCC3)cc2nc1C,15%
CN1C(=O)C2(C(C#N)=C(N)Oc3c2oc(CO)cc3=O)c2ccccc21 (stereo unspecified),-6%
Cc1cc(Nc2ccccc2)n(C(=O)c2ccc(N)cc2)n1,-2%
O=C(CN1C(=O)C2CC=C(Cl)CC2C1=O)NCc1ccccc1 (stereo unspecified),1%
O=C(Nc1nc(-c2ccccc2)cs1)C1CCCN(S(=O)(=O)c2ccccc2)C1 (stereo unspecified),-7%
Cc1cccc(C)c1NC(=O)C(c1cccs1)N(Cc1ccco1)C(=O)Cn1nnc2ccccc21 (stereo unspecified),10%
CCSC1=C(C#N)C(c2ccccc2C)CC(=O)N1 (stereo unspecified),-5%
CC(C)C(=O)N(Cc1cc2ccccc2[nH]c1=O)C(C)(C)C,-2%
Cc1csc(NC(=O)CSc2ncnc3c2cnn3-c2ccccc2Cl)n1,9%
O=S(=O)(Nc1ccc2nc(-c3ccco3)[nH]c2c1)c1ccccc1,-1%
O=C(O)c1ccc(Cl)c(NC(=O)C2CCCN2S(=O)(=O)c2cccc3nsnc23)c1 (stereo unspecified),-4%
COc1ccccc1N(C(=O)CNS(=O)(=O)c1ccccc1)C(C(=O)NCc1ccco1)C(C)C (stereo unspecified),6%
CC1=C(C(N)=O)C(c2cccnc2)n2nc(SCc3ccccc3Cl)nc2N1 (stereo unspecified),-4%
Cc1cc(OCCCn2ccnc2)cc(C)c1Cl,18%
Cn1ccnc1SCC(=O)Nc1ccc2ccccc2c1,-2%
COc1cccc(C(=O)Nc2ncc3c(n2)CC(c2ccc(OC)cc2OC)CC3=O)c1 (stereo unspecified),0%

# Following part:
SMILES,AmpC det inh
Cc1cc(C)n(-c2nc3c(c(=O)[nH]c(=O)n3C)n2Cc2cccc(Br)c2)n1,-1%
COCCN1C(=O)C(CC(=O)Nc2ccc(C(C)=O)cc2)SC1=Nc1ccccc1 (stereo unspecified),0%
Cc1ccccc1Nc1ncnc2c1cnn2-c1ccccc1,5%
CCC(=O)c1cc(-c2nc3ccccc3n2C)n(C)c1,-4%
CCOC(=O)N1CCN(C(=O)CN(c2cccc(C(F)(F)F)c2)S(C)(=O)=O)CC1,6%
O=C(NCCCn1ccnc1)Nc1ccc(Cl)cc1,2%
Cc1nn(C)c(C)c1NC(=O)CN1CCC(O)(c2ccc3c(c2)OCO3)CC1,-4%
COc1ccc(CCN2C(=O)CC(N3CCOCC3)C2=O)cc1 (stereo unspecified),-3%
COCCn1c(=O)c(C)nc2cnc(OCc3ccccc3)nc21,0%
Cn1c(=O)c2c(nc(N3CCCCC3)n2CCCNC2=NCCCC2)n(C)c1=O,-4%
Cc1ccc(N2CCN(CCc3nc4cc(NS(C)(=O)=O)ccc4n3C)CC2)cc1,1%
NC(=O)C1CCN(C(c2ccccc2Cl)c2nnnn2CC2CCCO2)CC1 (stereo unspecified),-6%
c1n[nH]c(NC2=NCCC2)n1,-4%
COc1ccc(CSc2nc(C)cc(=O)[nH]2)cc1Br,-3%
Cc1nn(Cc2ccccc2)c(C)c1C(=O)OCC(=O)Nc1ccccc1SCC#N,-3%
CN1CCN(c2ncc3nc(-c4ccc(F)cc4)c(=O)n(Cc4cccs4)c3n2)CC1,1%
COC(=O)c1cc(NC(=O)CC2NCCNC2=O)cc(C(=O)OC)c1 (stereo unspecified),-6%
COc1cccc(C2=NOC(C(=O)N3CCC4(CC3)OCCO4)C2)c1 (stereo unspecified),-5%
COC(=O)CN1C(=O)C2(OCCCO2)c2cc(Br)ccc21,-3%
CC(C)CN(C(=O)COC(=O)c1cc2c(s1)CCC2)C1CCS(=O)(=O)C1 (stereo unspecified),1%
CN(c1cccc(NC(=O)COc2ccccc2)c1)S(C)(=O)=O,-10%
CC[C@]1(C)CC(=O)NC1=O,0%[12.8 µM]
COc1ccc(CNC(=O)NCc2ccc(OC)c(OC)c2)cc1OC,3%
CC(C)(O)[C@H]1[C@H]2OC(=O)[C@@H]1[C@]1(O)C[C@H]3O[C@]34C(=O)O[C@H]2[C@]14C (tested in a mixture with another compound),-4%
NC(=O)NCCS[C@H]1CCCC[C@@H]1O,-2%[5.75 µM]

# The list is partial; rates above refer to the full screens.
